Tb PYK inh = blocks Trypanosoma brucei pyruvate kinase | TbPYK enzyme, Kinase-Glo Plus ATP luminescence, 45 min | Q57TT1 | AID 624173 | Potency, µM (titrated, usually from 76.8 µM), inactives show at the highest dose activity, negative = inhibition, usual class: inhibitors | 0.12% of 410,000 active; also: potency is read from the fitted curve at half-maximal effect; nearly all actives have a fitted effect of over 50% in size
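Glycolytic pyruvate kinase of T. brucei was incubated with substrate, test compound and 130 uM ADP for 45 minutes at room temperature. Luminescent Kinase-Glo Plus signal was measured after 10 minutes.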
AMA1-RON2 inh = AMA1-RON2 (P. falciparum) interaction inhibition | AlphaScreen AMA1-biotinylated RON2 peptide binding | Potency, µM (top dose mostly 58.2 µM), inactives show at the highest dose activity change, negative = inhibition, actives largely listed as inhibitors | 0.2% of 360,000 active | AID 720542;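 also: potency is read from the fitted curve at half-maximal effect; 0% = vehicle wells and -100% = peptide control; nearly all actives have a fitted effect of over 45% in size; some results filed as inactive show a strong effect at the top dose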
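AMA1 (3D7) with his tag at 25 nM final met compounds first, then biotinylated RON2 peptide at 25 nM; detection used donor plus acceptor beads, 10 µg/mL apiece, read by AlphaScreen after 30 min at room temperature.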
AmpC detergent = AmpC beta-lactamase inhibition with detergent present; 0.041% of 370,000 active; AmpC hydrolysis of nitrocefin, absorbance 480 nm, 0.01% Triton; Potency, µM (top dose mostly 114 µM), inactives show at the highest dose activity change, negative = inhibition, hits mostly inhibitors; P00811; AID 485294;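 also: potency is read from the fitted curve at half-maximal effect; 0% = no-compound wells and -100% = no-enzyme wells; nearly all actives have a fitted effect of over 25% in size; some results filed as inactive show a strong effect at the top dose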
Target sequence (P00811 whole entry, looked up): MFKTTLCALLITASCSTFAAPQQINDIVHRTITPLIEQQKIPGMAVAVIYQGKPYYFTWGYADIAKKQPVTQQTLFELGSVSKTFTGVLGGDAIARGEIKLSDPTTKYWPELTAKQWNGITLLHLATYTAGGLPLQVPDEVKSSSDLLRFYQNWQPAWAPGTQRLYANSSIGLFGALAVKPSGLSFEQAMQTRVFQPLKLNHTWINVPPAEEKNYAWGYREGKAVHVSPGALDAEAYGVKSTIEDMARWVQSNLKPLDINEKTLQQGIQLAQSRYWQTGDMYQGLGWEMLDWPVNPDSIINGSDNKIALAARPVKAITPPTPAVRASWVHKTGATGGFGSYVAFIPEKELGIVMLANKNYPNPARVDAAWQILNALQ
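20 mM phosphate pH 7.0 + 0.01% (detergent screen) or 0.0001% Triton X-100; 5.3 nM AmpC reagent; cpd preinc 15 min RT; nitrocefin (800 uM stock) to start; A480 q20 s × 4 min; Activity was normalised to no-enzyme and no-compound control wells.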
HCV inhibitor = HCV inhibition | Huh7.5.1 HCVcc-Cre infection, luciferase reporter, 44 h | Potency, µM (series often up to 41.8 µM), inactives show at the highest dose activity change, negative = inhibition, usual class: inhibitors | 3.4% of 340,000 active | AID 651820; also: potency is read from the fitted curve at half-maximal effect
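HCVcc-Cre virus at an moi near 0.5 was added right after compound to cells cultured 4 h from seeding (1,000 cells/well). Luciferase activity was determined 44 h later, 15 min after substrate addition at RT.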
HCMV antiviral = human cytomegalovirus inhibition | HFF cells, HCMV-luciferase reporter, 72 h; active compounds read low | activity change, negative = inhibition, % at 57.5 µM | 4.5% of 410,000 active; in the data active = activity change below about -60%; inconclusive = no clear call, values can overlap the other calls; inactive = above about -39%
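Cell-based, HFFs, 1000 cells/well, 16 h 37C; cpds in DMSO + HCMV-luc, MOI 1 PFU/cell; 72 h 37C; OneGlo luminescence after 5 min RT; norm. to buffer vs Salinomycin 10uM.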
AmpC inh no detg = AmpC beta-lactamase inhibition without detergent; AID 485341; Potency, µM (titrated, usually from 57.1 µM), without a hit: at the top dose activity change, negative = inhibition, actives largely listed as inhibitors; AmpC nitrocefin hydrolysis, absorbance 480 nm, 0.0001% Triton; P00811; 0.52% of 330,000 active;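 also: potency is read from the fitted curve at half-maximal effect; plate controls were no compound for no effect and no enzyme for full effect; nearly all actives have a fitted effect of over 20% in size; some results filed as inactive show a strong effect at the top dose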
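20 mM phosphate pH 7.0 + 0.01% (detergent screen) or 0.0001% Triton X-100; 5.3 nM AmpC reagent; cpd preinc 15 min RT; nitrocefin (800 uM stock) to start; A480 q20 s × 4 min; Activity was normalised to no-enzyme and no-compound control wells.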
LmPK inh = blocks Leishmania mexicana pyruvate kinase activity. Q27686. purified LmPK, Kinase-Glo ATP luminescence, 1 h. Potency, µM (top dose mostly 57.5 µM), inactives show top-dose activity change, negative = inhibition, actives largely listed as inhibitors. 0.37% of 290,000 active; also: potency is read from the fitted curve at half-maximal effect
Target sequence (Q27686 whole entry, looked up): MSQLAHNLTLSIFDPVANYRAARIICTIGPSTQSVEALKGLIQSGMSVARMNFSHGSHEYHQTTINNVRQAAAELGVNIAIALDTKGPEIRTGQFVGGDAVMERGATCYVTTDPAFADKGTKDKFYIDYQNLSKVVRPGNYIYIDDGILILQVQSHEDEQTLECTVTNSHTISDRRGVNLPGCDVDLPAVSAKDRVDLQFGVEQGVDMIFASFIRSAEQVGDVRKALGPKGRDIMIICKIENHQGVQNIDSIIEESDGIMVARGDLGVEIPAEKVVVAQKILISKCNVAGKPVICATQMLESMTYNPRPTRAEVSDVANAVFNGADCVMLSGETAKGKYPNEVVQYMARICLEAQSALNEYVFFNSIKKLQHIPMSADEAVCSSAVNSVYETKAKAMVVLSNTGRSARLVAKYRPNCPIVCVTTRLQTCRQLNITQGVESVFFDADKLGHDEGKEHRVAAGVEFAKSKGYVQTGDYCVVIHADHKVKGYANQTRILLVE
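Purified LmPK (0.1 nM) converted ADP (0.1 mM) to ATP with PEP (0.5 mM) in imidazole buffer pH 7.2 with KCl and MgCl2, 1 h at room temperature. ATP was read by Kinase-Glo luminescence; data normalized to uninhibited and no-enzyme controls.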
* hit, by the source's call; ? = inconclusive; . = not tested or not shown; & = joins results of further samples; [ ] = another dose, or the depositor's remark. Unless noted, calls follow the shape of the dose curve; as a rule, active = well fitted curve in the direction sought with a large enough effect; inconclusive = small, poorly fitted or top-dose-only effect, or another doubt; inactive = no such curve, though single readings can be large; an effect the other way counts as inactive or inconclusive. Unless noted, % is scaled to controls: 0 for no effect and ±100 for the full control effect.

SMILES	Tb PYK inh	AMA1-RON2 inh	AmpC detergent	HCV inhibitor	HCMV antiviral	AmpC inh no detg	LmPK inh
CN(C)c1ccc(/C=N/N(CCC(=O)NC(C)(C)C)C2=NS(=O)(=O)c3ccccc32)cc1	-7%	10%	-3%	3%	-15	4%	0%
CCN1CCN(CCc2nc3cc(NC(=O)COc4ccc(Cl)cc4)ccc3n2C)CC1	-1%	14%	3%	?	-38	69%[activator]	-5%
Cc1cc(NC(=O)c2ccc(NC(=O)c3cccs3)cc2)no1	-4%	-21%	-4%	-50%	35	-13%	-1%
COc1ccc(C(=O)CCC(C)(C)[N+](=O)[O-])cc1OC	-1%	-7%	?	?	4	-11%	-6%
COc1ccc(S(=O)(=O)Oc2ccc(C(=S)N3CCOCC3)cc2OC)cc1	-8%	-8%	-8%	?	-16	36%	-2%
Cc1ccc(Cl)cc1N1CCN(C(=O)c2ccc(NC(=O)c3nsc4ccccc34)cc2)CC1	3%	.	0%	.	-21	.	.
COc1ccc(OC)c(-c2noc(N3CCN(c4cc(Cl)ccc4C)CC3)n2)c1	8%	.	4%	.	0	.	.
CC(=O)OCC(OC(C)=O)C(OC(C)=O)C(OC(C)=O)C(=O)Nc1ccc(C)cc1 (stereo not drawn)	6%	35%[activator]	6%	0%	-8	2%	5%
COc1cc(C(=O)N/N=C/C2CC=CCC2)cc(OC)c1OC (stereo not drawn)	28%	7%	0%	-8%	-4	-28%	1%
Cc1cccc2sc(N(CCN3CCOCC3)C(=O)CCS(=O)(=O)c3ccccc3)nc12	0%	-3%	0%	2%	4	77%[activator]	.
COc1ccc(NC(=S)NC(C)C(c2ccccc2)N2CCOCC2)cc1 (stereo not drawn)	-8%	5%	?	5%	-9	-1%[11.4 µM]	9%
CCC1=NN(C(=O)c2ccc(Cl)cc2)C(O)(c2ccccc2)C1 (stereo not drawn)	6%	113%[activator]	0%	-3%	4	-5%	4%
Cc1ccccc1NS(=O)(=O)c1ccc2[nH]cc(C(=O)NC3CCCCC3)c(=O)c2c1	3%	.	?	.	36	0%	.
CCOCCCNC(=O)C1(O)c2cc(Br)ccc2NC(=O)N1c1ccc(OCC)cc1 (stereo not drawn)	1%	2%	-9%	-14%	?	-19%	-4%
O=C(NC(Cc1ccccc1)C(=O)O)/C(=C\c1ccc(F)cc1)NC(=O)c1ccccc1 (stereo not drawn)	2%	-2%	-1%	13%	19	-23%	-3%
Cc1ccccc1S(=O)(=O)N(C)C[C@@H]1OCc2ccccc2-c2c(n(C)c3ccccc23)C(=O)N([C@H](C)CO)C[C@@H]1C	-1%	-14%	.	.	-38	.	.
COc1ccc(C(=O)N(CCc2ccccc2)Cc2ccccc2)cc1S(=O)(=O)N1CCOCC1	1%	33%[activator]	?	-5%	-11	219%[activator]	.
COc1ccccc1C(=O)NCC(=O)OCC(=O)c1ccc(Cl)s1	0%	0%	-15%	5%	-28	8%	.
O=C(O/N=C1\CCS(=O)(=O)c2sccc21)C1CC1	-3%	1%	0%	2%	-9	1%	-2%
NC(=O)C1(Nc2ccc(C(=O)O)cc2)CCCC1	-3%	-1%	.	-11%	-10	.	.
C=Cc1cccc(NC(=O)c2ccc(NC(=O)c3ccco3)cc2)c1	5%	-9%	-11%	11µM*	?	-10%	8%
Cc1ccccc1S(=O)(=O)NC(=O)C1(C)CCN1C(=O)CCc1cccs1 (stereo not drawn)	-8%	-6%	.	.	26	.	.
C=CCc1cc(C=C2C(=O)N(C)C(=O)N(C)C2=O)cc(OCC)c1OCc1ccccc1	?	-3%[2.32 µM]	-2%	16%	0	-15%	0%
COc1ccc(N2CCN(S(=O)(=O)c3cc(C)ccc3OC)CC2)cc1	-7%	-20%	-12%	2.8µM*	10	-6%[2.29 µM]	0%
Cc1cccc(OCCn2c(CCCO)nc3ccccc32)c1	-7%	-2%	?	12%	1	126%[activator]	2%

For reference, some entries already given:
SMILES	Tb PYK inh	AMA1-RON2 inh	AmpC detergent	HCV inhibitor	HCMV antiviral	AmpC inh no detg	LmPK inh
Cc1ccccc1S(=O)(=O)NC(=O)C1(C)CCN1C(=O)CCc1cccs1 (stereo not drawn)	-8%	-6%	.	.	26	.	.
C=CCc1cc(C=C2C(=O)N(C)C(=O)N(C)C2=O)cc(OCC)c1OCc1ccccc1	?	-3%[2.32 µM]	-2%	16%	0	-15%	0%
COc1ccc(N2CCN(S(=O)(=O)c3cc(C)ccc3OC)CC2)cc1	-7%	-20%	-12%	2.8µM*	10	-6%[2.29 µM]	0%
Cc1cccc(OCCn2c(CCCO)nc3ccccc32)c1	-7%	-2%	?	12%	1	126%[activator]	2%

Entries shown so far with a COOH group (2):
SMILES	Tb PYK inh	AMA1-RON2 inh	AmpC detergent	HCV inhibitor	HCMV antiviral	AmpC inh no detg	LmPK inh
O=C(NC(Cc1ccccc1)C(=O)O)/C(=C\c1ccc(F)cc1)NC(=O)c1ccccc1 (stereo not drawn)	2%	-2%	-1%	13%	19	-23%	-3%
NC(=O)C1(Nc2ccc(C(=O)O)cc2)CCCC1	-3%	-1%	.	-11%	-10	.	.

Further results
SMILES	Tb PYK inh	AMA1-RON2 inh	AmpC detergent	HCV inhibitor	HCMV antiviral	AmpC inh no detg	LmPK inh
COc1cc(NC(=O)c2ccc(Br)cc2)c(OC)cc1NC(=O)c1ccccc1	3%	0%	-1%	-10%	35	45%	2%
CCOc1cc(C(=O)Nc2cccnc2)cc(OCC)c1OCC	4%	-1%	0%	1%	2	-3%	2%
Cc1oc(-c2ccccc2)nc1CNS(=O)(=O)c1ccc(Cl)cc1	-1%	.	-1%	.	9	.	.
Cc1cc(C)nc(N/N=C/C(Cl)=C/c2ccccc2)n1	0%	39%[activator]	-7%	?	-7	-28%	2%
N#CC1=C(N)Oc2cc(N)ccc2C1c1ccccc1F (stereo not drawn)	0%	5%	3%	?	-17	-34%	-4%
O=C(c1ccc(Cl)cc1)C1CCCN(C(=O)c2csnn2)C1 (stereo not drawn)	-6%	6%	-4%	-21%	?	-2%	4%
CCC(C)c1ccccc1NC(=O)C(C)OC(=O)c1ccco1 (stereo not drawn)	-5%	31%[activator]	?	13%	?	-2%	.
COc1ccc(OCC(=O)NNC(=O)C2CCCO2)cc1 (stereo not drawn)	5%	22%	-5%	33%[activator]	15	-25%	0%
CCOc1ccccc1NC(=O)COC(=O)CN(C)S(=O)(=O)c1ccc(C)cc1	-9%	13%	6%	1%	-8	39%	4%
O=C(COc1ccc2ccccc2c1Br)Nn1cnnc1	-3%	8%	-4%	9%	80	-12%	0%
Cc1ccc(S(=O)(=O)N2CCC(C(=O)Nc3ccc(S(=O)(=O)N4CCCC4)cc3)CC2)cc1C	1%	18%	-23%	?	-32	-24%	.
Cc1csc2nc(-c3cccc(NC(=O)c4ccc(S(N)(=O)=O)cc4)c3)cn12	-3%	.	1%	.	-16	.	.
Cc1ccc(C(=O)N2CCCC(C(=O)c3ccc(Cl)cc3C)C2)cn1 (stereo not drawn)	0%	-1%	-9%	-8%	-15	55%	4%
CCN(C)C1CN(Cc2cn(Cc3ccc(C)cc3)nn2)S(=O)(=O)C1 (stereo not drawn)	3%	10%	.	.	33	.	.
CCCC[C@H]1COCCS(=O)(=O)N1Cc1ccc(F)cc1	0%	33%[activator]	-9%	15%	-25	37%	1%
CCc1cc(Cl)c(OC)c(C(=O)NC[C@@H]2CCCN2CC)c1O	-10%	5%&-4%	.	5µM*	-29&-29	.	.
CC(=O)Nc1nc2c(s1)CCc1ccccc1-2	-4%	-8%	1%	?	0	-27%	3%
Nc1nc2c(s1)CCc1ccccc1-2	?	-19%	-11%	5%	-16	-13%	-2%
Cc1cc(NC(=O)CN(c2cccc(C)c2C)S(=O)(=O)c2ccccc2)ccc1Br	3%	.	14%	.	-68*	.	.
Cc1ccc(-c2nn(-c3ccccc3)cc2/C=N/NS(=O)(=O)c2ccccc2)cc1	2%	-11%	?	-11%	4	-50%	2%
O=[N+]([O-])c1ccc(N2CCCC2)cc1N/N=C1\CN2CCC1CC2	-5%	-1%	-1%	?	-21	-26%	2%
CC(C)c1ccc(NC(=O)COc2ccccc2)cc1	0%	9%	2%	-2%	57	-24%	-1%
N#Cc1c(NC(=O)CSc2ncn(-c3ccccc3)n2)sc2c1CCCC2	-6%	-8%	-11%	-11%	79	-18%	1%
Cc1c(NC(=O)c2cc(-n3cnnc3)ccc2Cl)cccc1-c1nc2ccccc2o1	-9%	5%	3%	?	38	19%	1%
CCOC(=O)C1=CCN(S(=O)(=O)c2ccccc2C)C1c1cccc(C)c1 (stereo not drawn)	3%	0%	.	.	?	.	.
Other results follow:
SMILES	Tb PYK inh	AMA1-RON2 inh	AmpC detergent	HCV inhibitor	HCMV antiviral	AmpC inh no detg	LmPK inh
COc1ccccc1NC(=O)CNC(=O)c1ccc(Br)o1	1%	-12%	?	3%	-7	1%	-4%
CCOc1ccc(C(=O)NCC(=O)OCc2csc(-c3ccccc3)n2)cc1	1%	8%	?	21%	-9	-15%	0%
CCC[C@@H](CN1CCC[C@H]1CN1C(N)=NC[C@H]1CC(C)C)N1C[C@@H](Cc2ccccc2)N(CCc2ccc(Cl)c(Cl)c2)C1=N	0%	-4%	.	41%[activator]	-23	243%[activator]	.
Cc1nnc(SCC(=O)NCc2ccc3c(c2)OCO3)[nH]c1=O	-2%	11%	?	-23%	97	-31%	9%
CCCCCNC(=O)c1ccc(NC(=O)CC2SC(N3CCCC3)=NC2=O)cc1 (stereo not drawn)	1%	-6%	.	.	8	.	.
CN1CCN(C(=O)/C(=C\c2cccc([N+](=O)[O-])c2)NC(=O)c2cccs2)CC1	-5%	-8%	-14%	20%	-5	-38%	1%
c1ccc(OCCN2CCNCC2)cc1	4%	0%	.	-8%	8	.	.
CCCOc1ccc(C2=NC(c3ccncc3)=Nc3ccc(C)cc3N2)cc1	-1%	.	25%	.	-17	.	.
O=C(Nc1ccc2[nH]c(=S)sc2c1)c1ccccc1	?	115%[activator]	-7%	8%	55	-34%	-18%
O=C(c1ccco1)N1CCN(C(=S)Nc2cccc([N+](=O)[O-])c2)CC1	2%	-13%	-6%	-18%	-69*	-38%	3%
CCc1nc(Sc2nc(C)cc(C)n2)c2oc3ccccc3c2n1	-11%	6%	?	?	-86*	65%[activator]	9%
CCOC(=O)c1c(C)[nH]c(CCC(=O)NCCCN2CCN(c3ccc(F)cc3)CC2)c1C	1%	.	16%	.	-33	.	.
COC(=O)c1nc2n(n1)C(c1cccc(Cl)c1)C1=C(CCCC1=O)N2 (stereo not drawn)	1%	6%	-7%	5%	-22	-10%	6%
Cc1cccc(C2CC3(CC(C)(C)NC(=S)N3)Oc3cc(O)ccc32)c1 (stereo not drawn)	-23%	97%[activator]	-2%	10µM*	14	-40%	-2%

Source: PubChem
